human PMI inhibitors: human PMI inhibitors, high substrate, primary screen, biochemical, fluorescence intensity, high mannose 6-phosphate (AID 1220); Mannose-6-phosphate isomerase (Homo sapiens); inhibition, % at 20 µM; hits with a dose series show IC50 in µM; actives 0.66% (n = 190,000); recombinant PMI enzyme, coupled fluorescence intensity; higher % means a stronger effect
Myeloid diff MLP: induction of myeloid progenitor differentiation, primary screen, cell-based, flow cytometry, MLPCN library | ER-HoxA9 myeloid progenitors, lysozyme-GFP differentiation | calls only at 10 µM | actives 1% (n = 360,000) | AID 624256, 2012;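 active means normalized GFP-positive differentiation at or above the plate's own cutoff, the solvent-only control mean plus 3 SD; inconclusive means no clear call, values can overlap the other calls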;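 further: cells exposed to compound for four days before flow analysis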
RSV antiviral HEp-2: RSV antiviral activity via CPE protection, HEp-2 cells, primary 10 µM value included (AID 2391). HEp-2 cells, RSV-induced CPE inhibition; higher % means a stronger effect. CPE inhibition, % at 10 µM, or IC50 in µM where a hit was titrated. actives 0.13% (n = 310,000); in the data active means a potency from the dose series; inconclusive means CPE inhibition mostly from about 23% at the one dose, without a potency; inactive means the rest, 99 in 100 with CPE inhibition below about 21%; further: strong numbers were not always called active
TNAP activation fold: human TNAP enzyme activators, primary screen, biochemical, luminescent, no phosphate acceptor, uHTS (AID 1001); Alkaline phosphatase, tissue-nonspecific isozyme (Homo sapiens); purified TNAP, luminescent activation assay, no phosphate acceptor; higher activation fold means a stronger effect; one-dose activation fold at 20 µM; EC50 in µM for titrated hits; actives 0.03% (n = 200,000); in the data active means activation fold from about 3, or a potency from the dose series; inactive means the rest, 99 in 100 with activation fold below about 1.6; further: many of its hits are not listed in these tables
PhoP inhibition: inhibitors of PhoP regulon expression, primary screen, Salmonella Typhimurium, GFP reporter (AID 1863); inhibition, % at 50 µM, or IC50 in µM where a hit was titrated; S. Typhimurium PhoP-regulated promoter GFP reporter, 4 h; higher % means a stronger effect; actives 0.16% (n = 300,000);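 active means inhibition over 29.93%, a cutoff 3 SD above the screen mean, later confirmed by dose response; inconclusive means inhibition over 29.93% but no dose response follow-up; inactive means inhibition at most 29.93% or unconfirmed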;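 further: 0% = low Mg2+ inducing control and 100% = high Mg2+ repressing control; strong numbers were not always called active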
XIAP antagonists: XIAP antagonists, biochemical, IAP family, fluorescence polarization (AID 1018); XIAP BIR domain, fluorescence polarization peptide displacement; higher % means a stronger effect; one-dose displacement, % at 20 µM; IC50 in µM for titrated hits; actives 0.007% (n = 200,000); in the data active means displacement above about 50%; further: a part of the inactive calls stands beside numbers as strong as those of hits
Siah-1 displacement: Siah-1 peptide-binding antagonists, primary screen, biochemical, fluorescence polarization, rhodamine-plectin, uHTS (AID 1817) | E3 ubiquitin-protein ligase SIAH1 (Homo sapiens) | Siah-1 / rhodamine-plectin peptide fluorescence polarization; higher % means a stronger effect | displacement, % at 20 µM; hits with a dose series show IC50 in µM | actives 0.02% (n = 290,000);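 active means displacement of at least 50% at 20 µM, with a fluorescence ratio check between 0.3 and a set limit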;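 further: plate controls were Siah plus tracer with DMSO for no effect and tracer alone without Siah for full effect; strong numbers were not always called active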
WT yeast gro inh: growth inhibition of WT strain, primary screen, mitochondrial fusion inhibitor project, WT and mutant strains, chemical genetic | mitochondrial fusion phenotypic screen | actives 2.1% (n = 190,000) | inhibition, % at 10 µM; in the data active means inhibition above about 58%; tested in S. cerevisiae
PMI inhibitors: inhibitors of human PMI, primary screen, biochemical, fluorescence intensity, coupled assay (AID 1209); purified PMI enzyme, coupled fluorescence intensity; higher % means a stronger effect; Mannose-6-phosphate isomerase (Homo sapiens); actives 0.42% (n = 190,000); inhibition, % at 20 µM, or IC50 in µM where a hit was titrated;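 further: plate controls were DMSO vehicle for no effect and wells lacking substrate for full effect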
WT yeast gro inh mutant strain: recorded beside WT yeast gro inh, whose call it bears; inhibition, %; mitochondrial fusion phenotypic screen, mutant strain inhibition
Myeloid diff MLP GFP+ MAC1+ %: also measured in Myeloid diff MLP; calls as there; GFP+ MAC1+ double positive, %; measured here: differentiation confirmed by MAC1 staining
* = called active by the depositor; i = inactive; ? = inconclusive; / = no result given; + = active, no number. Unless noted, no stated cut-off is given here; in the data, active means inhibition above about 50%; inactive means the rest.

SMILES | human PMI inhibitors | Myeloid diff MLP | Myeloid diff MLP GFP+ MAC1+ % | RSV antiviral HEp-2 | TNAP activation fold | PhoP inhibition | XIAP antagonists | Siah-1 displacement | WT yeast gro inh | WT yeast gro inh mutant strain | PMI inhibitors
CCC1(C)NC(=O)N(/N=C/c2ccc(C)s2)C1=O (stereo unspecified) | / | i | 0.4 | 2.0% | / | 4% | / | 4% | / | / | /
Brc1ccccc1-c1csnn1 | 5% | i | 2.8 | 1.0% | 1.1 | 6% | -0.1% | -1% | 6 | -4 | 0%
COc1cc(C(=O)N/N=C/c2ccc3c(c2)c2ccccc2n3C)ccc1O | / | i | 0.3 | 6.4% | / | 6% | / | -5% | / | / | /
CCC(C)(C)NC(=O)C(c1ccccc1Cl)N(Cc1cccnc1)C(=O)CCC(=O)Nc1cc(C)on1 (stereo unspecified) | / | i | 4.3 | 1.1% | / | 1% | / | 1% | / | / | /
CC(=O)Nc1ccc(SCCCC(=O)c2ccccc2)cc1 | / | i | 3.6 | 2.7% | / | 9% | / | -2% | / | / | /
COc1ccc(NC(=O)N2CCC(n3cnc4ccccc43)CC2)cc1 | 4% | i | 0.5 | 0.7% | 1.1 | -8% | -10% | -6% | 16 | 6 | -8%
CCCc1cc(C(=O)OC)c(NC(=O)CCC(=O)O)s1 | 1% | i | 0.4 | 0.6% | 1 | -1% | -0.6% | 5% | 3 | 1 | 1%
CC(C)OCCCNS(=O)(=O)c1ccc2c(c1)oc(=O)n2C | 6% | i | 2.2 | 3.6% | 0.9 | 9% | -2.2% | 1% | 5 | -4 | -1%
CC(C(=O)NCC1CCCCC1)N(C)Cc1ccc(Br)cc1 (stereo unspecified) | / | i | 0.6 | 4.9% | / | 0% | / | 4% | / | / | /
ClC1(Cl)CC1CSc1ncn[nH]1 (stereo unspecified) | -2% | i | 1.0 | / | 0.9 | 12% | -9.8% | -1% | 4 | -7 | -10%
CC(C)(C)N(Cc1ccccc1)C(=O)COC(=O)c1cccc([N+](=O)[O-])c1 | 2% | i | 0.4 | 1.9% | 1.1 | -6% | -4.2% | -7% | -6 | 11 | -2%
Cc1ccc(NC(=O)C2CCCN2S(=O)(=O)c2ccc(-c3ccc(=O)[nH]n3)s2)c(C)c1 (stereo unspecified) | / | i | 5.3 | 3.2% | / | -2% | / | 0% | / | / | /
C=CCn1c(NCc2ccc(OC)cc2O)nc2ccccc21 | / | i | 0.3 | 41% | / | -3% | / | -2% | / | / | /
COc1ccc(OC)c(C(=O)CSc2nnc(-c3cccs3)o2)c1 | -2% | i | 5.2 | 1.9% | 1 | -6% | -0.2% | 0% | -8 | -27 | -5%
COc1ccc(CSCCN)cc1Cl | 1% | i | 1.9 | 2.1% | 1.1 | 6% | -4.0% | -4% | -1 | -23 | 2%
O[C@@H]1CN(Cc2ccc(-n3cccn3)cc2)CC[C@H]1N1CCN(c2ccccc2F)CC1 | / | i | 0.4 | 4.9% | / | 7% | / | -4% | / | / | /
Cn1c(=O)c2c(nc(CN3CCN(c4ccccc4)CC3)n2Cc2c(F)cccc2Cl)n(C)c1=O | 10% | i | 0.8 | 8.9% | 1 | -13% | -6.3% | 1% | 0 | 13 | 7%
CCn1c2ccccc2c2cc(NC(=O)C(=O)NCC3CCCO3)ccc21 (stereo unspecified) | -3% | i | 0.6 | 64% | 1 | 2% | 0.5% | -6% | 4 | 1 | 0%
CCOC(=O)C1=C(CC)Nc2ccccc2N=C1NC(=O)c1cccc(S(=O)(=O)N2CCCC2)c1 | 9% | i | 0.5 | 1.8% | 1.1 | -9% | -14% | 0% | 7 | 18 | 4%
CCCCOc1ccc(NC(=O)CN2CCN(Cc3ccccc3)CC2)cc1 | / | i | 0.1 | 7.1% | / | -5% | / | -1% | / | / | /
Cc1c(C(=O)Nc2cccc(Cl)c2)c2ccccn2c1CCc1ccncc1 | 1% | i | 0.6 | / | 1.1 | 36% | 1.8% | -6% | 18 | 12 | 1%
CCC(=O)Nc1cc2nn(-c3ccccc3)nc2cc1Cl | 3% | i | 0.9 | 1.4% | 1.1 | 16% | -5.9% | -5% | -1 | -11 | 2%
O=c1[nH]c(/C(Cl)=C/c2cccc(F)c2)nc2cc(C(F)(F)F)ccc12 | -12% | i | 0.7 | 11% | 1.1 | 6% | -5.0% | -4% | -2 | -5 | -14%
CN1CCC(Oc2ccc(Sc3ccccc3)cc2)CC1 | -10% | i | 0.9 | -0.2% | 1.1 | 5% | -2.8% | -6% | 21 | 26 | -15%
COc1ccc(-n2cnnc2SCc2csc(-c3ccccc3)n2)cc1 | 5% | i | 0.5 | 2.3% | 1.1 | 16% | -3.9% | -1% | -7 | -6 | -2%
CCOC(=O)c1c(NC(=O)Cn2cnc3sc(C)c(-c4ccccc4)c3c2=O)sc(C)c1C | 7% | i | 0.1 | 2.6% | 1.1 | -4% | -2.6% | -6% | 2 | -16 | 4%
Cn1nc(-c2ccc(Cl)cc2)cc1NC(=O)Nc1ccccc1 | / | i | 0.3 | 38% | / | -10% | / | -1% | / | / | /
Cc1ccc2cc(NC(=O)c3ccccc3)ccc2n1 | / | i | 0.5 | -0.4% | / | -3% | / | 3% | / | / | /
CC(C)NC(=O)CN1C(=O)c2ccccc2S1(=O)=O | 15% | i | 0.2 | 2.5% | 1 | -8% | -8.4% | 0% | -5 | -8 | 10%
Cc1ccc(/C(O)=C2\C(=O)C(=O)N(C)C2c2ccc([N+](=O)[O-])cc2)cc1 (stereo unspecified) | / | i | 0.6 | 1.1% | / | 8% | / | -4% | / | / | /
Cc1ccc(C(=O)NC(=S)NNS(=O)(=O)c2ccccc2)cc1 | / | i | 0.2 | 0.5% | 1 | -7% | -2.3% | -4% | 23 | 6 | /
Cc1ccccc1C(=O)N=c1ccn(-c2nc3ccccc3nc2NS(=O)(=O)c2ccc(F)cc2)cc1 | / | i | 4.4 | -0.2% | / | -162% | / | 0% | / | / | /
CCOC(=O)Nc1ccc2c(c1)N(C(=O)N(CC)CC)c1ccccc1CC2 | 11% | i | 0.6 | 1.2% | 1 | 2% | -3.7% | -1% | 42 | 9 | 8%
COc1ccccc1NC(=O)CCN1CC(C)OC(C)C1 (stereo unspecified) | -19% | i | 0.5 | 3.4% | 1.1 | 0% | -11% | -4% | 3 | -8 | -19%
CC(=O)CCc1ccc(OCCCOc2cccc3cccnc23)cc1 | / | i | 1.2 | 8.6% | / | -2% | / | -1% | / | / | /
CCOC(=O)c1c(C)[nH]c(C(=O)CSc2nnnn2-c2ccccc2)c1C | 7% | i | 1.0 | -1.9% | 1.1 | -13% | -8.4% | -4% | 5 | -15 | 6%
O=C(Nc1cccc(S(=O)(=O)NC2=NCCC2)c1)C1CCCCC1 | / | i | 1.4 | 1.2% | / | -7% | / | 8% | / | / | /
O=C1c2ccccc2CN1CCNS(=O)(=O)c1ccc2ccccc2c1 | -2% | i | 1.0 | 0.2% | 1.1 | 1% | -3.1% | 3% | -6 | -10 | -2%
CCCCCc1nc2c(C#N)c(-c3ccc(Cl)cc3)ccn2n1 | -6% | + | 3.3* | -1.2% | 1 | 2% | -7.1% | 4% | -3 | 1 | -4%
NC(=O)c1ccc(NC(=O)CN2CCOCC2)cc1 | / | i | 3.3 | 0.9% | / | 0% | / | 10% | / | / | /
S=c1[nH]nc(-c2ccc3ccccc3n2)n1-c1ccc(Cl)cc1 | 9% | i | 0.1 | 3.8% | 1.1 | -2% | 0.5% | 12% | 12 | 11 | 19%
COc1cc2ncnc(NCCc3ccccc3)c2cc1OC | -14% | i | 0.4 | 5.9% | 1 | 2% | -5.9% | -5% | -6 | 9 | -5%
Clc1ccc(-c2cn3cc(Cl)ccc3n2)cc1 | / | i | 0.1 | 9.7% | / | -2% | / | -4% | / | / | /
COc1ccc(S(=O)(=O)NCCc2ccncc2)cc1 | / | i | 0.5 | 6.0% | / | -2% | / | -5% | / | / | /
Cc1nc(-c2ccc(NC(=O)c3ccccc3Br)cc2)cs1 | 19% | i | 0.3 | ? | 1 | 0% | -2.3% | -2% | 13 | 15 | 14%
COc1c(Cl)ccc(Cl)c1C(=O)NC(=O)Nc1nc(C)cc(C)n1 | / | i | 1.2 | 3.0% | / | -3% | / | -4% | / | / | /
CCc1cccc(NC(=O)Cc2cn(C)c3ccccc23)c1 | 6% | i | 0.7 | 4.3% | 1 | 0% | -4.8% | 2% | -25 | 1 | -2%
CN(Cc1ccccc1)C(=O)COC(=O)c1cncc(Br)c1 | -12% | i | 0.6 | 1.8% | 1 | 2% | -5.5% | 8% | -24 | -7 | -18%
Cc1c(N=C2N=C(NC(=O)c3ccc(F)cc3)c3ccccc32)c(=O)n(-c2ccccc2)n1C | 4% | i | 0.4 | 5.2% | 0.8 | -7% | -7.3% | -1% | 39 | 15 | 7%
O=S(=O)(NC(=S)Nc1ccccc1)c1ccc(F)cc1 | / | i | 0.6 | -0.4% | / | -14% | / | -4% | / | / | /
COc1c(C)cc(Br)cc1C(=O)Nc1ccc(N2CCN(S(C)(=O)=O)CC2)cc1 | 8% | i | 2.8 | 2.5% | 1.1 | -14% | -2.8% | 4% | 12 | 14 | 6%
COc1ccc(OC)c(S(=O)(=O)N2CCC(C(=O)NCc3ccccc3)CC2)c1 | 4% | i | 0.1 | 0.0% | 1.1 | -15% | -3.6% | 0% | -18 | -8 | 1%
C=CCn1c(Cc2cccs2)nnc1SCC(=O)Nc1ccc(OC)cc1 | 4% | i | 2.1 | -0.7% | 1.2 | 6% | -2.9% | -1% | -20 | -3 | 1%
CCc1ccc(CN(C)C(=O)CCc2nc3ccccc3n(-c3ccc(OC)cc3)c2=O)cc1 | 12% | i | 1.2 | 7.2% | 1 | -3% | -6.1% | -5% | 58* | 26* | 10%
CCCN1Cc2cccc(C(=O)Nc3cc(OC)cc(OC)c3)c2C1=O | 7% | i | 0.7 | -0.2% | 1 | -8% | -8.0% | -2% | 55 | 19 | 7%
COc1ccc(OC)c(-c2csc(NC(=O)c3ccc(F)cc3)n2)c1 | / | i | 1.5 | 4.2% | / | -6% | / | 5% | / | / | /
CCOc1ccc2[nH]c(=O)c(CN(CCO)C(=O)c3ccccc3F)cc2c1 | -1% | i | 1.4 | 1.0% | 1.1 | 4% | -4.0% | 0% | 26 | -16 | -10%

Assay outcomes as filed in PubChem BioAssay.
